aSyn yeast rescue: rescues yeast growth from alpha-synuclein toxicity; S. cerevisiae alpha-synuclein toxicity rescue, BacTiter-Glo growth, 24 h; 94,000 tested, 0.02% active; Potency, µM (highest dose often 46.1 µM), without a hit: at the top dose growth rescue (activation), hits mostly activators; active means well fitted activation curve with a large enough effect; inconclusive means small, poorly fitted or top-dose-only effect; further: 0% is about no effect
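Growth restoration measured by BacTiter-Glo luminescence after 24 hr at 30 deg C; alpha-synuclein yeast, raffinose-pregrown to mid-log, were added at OD600=0.02 in galactose medium onto pinned compounds.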
Active calls of the source: *; ? = inconclusive; [ ] = another dose, or the depositor's remark. Potency means the concentration at half of the fitted maximal effect. This is a subset; count on the stated rates, not on these rows.

compound,aSyn yeast rescue
O=C(c1cccs1)N1C[C@H](n2cc(C3CC3)nn2)[C@@H](O)C[C@@H]1c1ccc(Cl)cc1,4.9%
O=C(CSc1cn(CCNC(=O)c2ccccc2F)c2ccccc12)Nc1ccc2c(c1)OCCO2,0.7%
O=C(OCC(=O)N1CCN(S(=O)(=O)c2ccc(Cl)cc2)CC1)C1CCC1,1.6%
C#CCOc1ccc(C2CC(=O)Nc3c2c(C)nn3-c2nc(C)cc(C)n2)cc1 (stereo not given),-6.5%
CCOC(=O)Cc1csc(NS(=O)(=O)c2ccc(SC)cc2)n1,8.8%
C/C(CC(C)(C)c1ccccc1)=N\NS(=O)(=O)c1ccccc1,13.4%
CCCCn1c(=O)[nH]c(=O)c2c1nc(-c1cccc(OC)c1)n2C,-8.7%
COC(=O)c1sccc1NC(=S)NCc1ccc(Cl)cc1,?

5 structures out of the list, ordered by molecular weight, high to low:
compound,aSyn yeast rescue
O=C(CSc1cn(CCNC(=O)c2ccccc2F)c2ccccc12)Nc1ccc2c(c1)OCCO2,0.7%
O=C(c1cccs1)N1C[C@H](n2cc(C3CC3)nn2)[C@@H](O)C[C@@H]1c1ccc(Cl)cc1,4.9%
O=C(OCC(=O)N1CCN(S(=O)(=O)c2ccc(Cl)cc2)CC1)C1CCC1,1.6%
CCOC(=O)Cc1csc(NS(=O)(=O)c2ccc(SC)cc2)n1,8.8%
COC(=O)c1sccc1NC(=S)NCc1ccc(Cl)cc1,?

New compounds follow:
compound,aSyn yeast rescue
CCOc1ccc(CCNC(=O)COC(=O)c2ccc(S(=O)(=O)N3CCCC3)cc2)cc1OCC,2.7%
CCOc1ccc(C(=O)C(C)OC(=O)Cn2c(C)csc2=O)cc1 (stereo not given),0.9%
CCOc1ccc(C(=O)NCCc2csc(-c3cccc(C)c3)n2)cc1,-12.6%
COCCNC(=S)N/N=C/c1ccc2c(c1)OCCO2,-1.7%
Cc1ccc(C)c(N2CCN(C(=O)CSc3ccsc3[N+](=O)[O-])CC2)c1,2.8%
Cc1cc(C(=O)N2CCN(c3ccc(F)cc3)CC2)c2c(C)nn(-c3cccc(Cl)c3C)c2n1,-7.1%
Cn1c(SCC(=O)NCCC2=CCCCC2)nnc1C(F)(F)F,-3.9%
COC1CC(N)C2OC(c3ccccc3)OCC2O1 (stereo not given),0.2%
N#Cc1ccc2sn(-c3ccccc3)c(=O)c2c1,-79.4%[inhibitor]
O=C(Nc1nonc1NC(=O)c1cccs1)c1cccs1,-8.1%
O=C(CSc1nnc(-c2cccs2)o1)Nc1cccc(C(F)(F)F)c1,-13.9%
COc1ccccc1CNS(=O)(=O)c1ccc(F)c(C(=O)Nc2cc(Cl)ccc2OC)c1,-7.5%
Cc1ccc2c(c1)cc(C(=O)Nc1ccc(F)cc1F)n2C,-7.1%
COc1cccc(C(=O)Nc2cc(-c3ccccc3)no2)c1,-6.3%
Cc1ccc(C)c(NC(=O)Cn2cc(S(=O)(=O)N3CCCC3)c(S(=O)(=O)N3CCCC3)c2)c1,8.5%
CCOc1ccc(CNC(=O)CSc2cc(=O)n(CC)c3ccccc23)cc1,3.2%

A few values from the list:
aSyn yeast rescue result of Cc1ccc(C)c(NC(=O)Cn2cc(S(=O)(=O)N3CCCC3)c(S(=O)(=O)N3CCCC3)c2)c1 : 8.5%
aSyn yeast rescue result of CCOc1ccc(CNC(=O)CSc2cc(=O)n(CC)c3ccccc23)cc1 : 3.2%
aSyn yeast rescue result of Cc1ccc2c(c1)cc(C(=O)Nc1ccc(F)cc1F)n2C : -7.1%
aSyn yeast rescue result of O=C(CSc1nnc(-c2cccs2)o1)Nc1cccc(C(F)(F)F)c1 : -13.9%

Following part
compound,aSyn yeast rescue
O=C(COC(=O)c1ccccc1Br)NC1CCCC1,15.5%
Cc1nc(Cl)nc(N(C)c2ccccc2)c1[N+](=O)[O-],3.4%
Cc1cc(OCC(=O)OCC(=O)N(Cc2ccccc2)C(C)(C)C)ccc1Cl,-2.2%
COc1ccc(NC(=O)c2cc(S(=O)(=O)NCCC3=CCCCC3)ccc2F)cc1,-0.7%
CCCOc1ccc(C2c3c(-c4ccccc4O)n[nH]c3C(=O)N2CCCOCC)cc1OCC (stereo not given),-2.1%
CCOc1ccc(CCNC(=O)c2cn(C)c3ccc(S(=O)(=O)N4CCOCC4)cc3c2=O)cc1OCC,2.7%
CCc1ccc(-n2c(=O)c3c4c(sc3n(CC(=O)c3ccc(Br)cc3)c2=O)CCC4)cc1,1.1%
Cc1ccc(CNCc2c(C(=O)O)c(C)n(Cc3ccc(C)cc3)c2C)cc1,3.9%
COc1ccc(NC(=O)CN(C)C(=O)C2CC(=O)N(c3ccc4c(c3)OCCO4)C2)cc1 (stereo not given),-1.9%
N/C(=N\OC(=O)CCC1CCCC1)c1ccncc1,-2.0%
CCOC(=O)c1c(S(=O)(=O)N2CCCC(C(=O)Nc3ccccn3)C2)c(C)n(C)c1C (stereo not given),-3.3%
Cc1cnc(C(=O)OCC(=O)c2cc(C)n(CCc3ccc(F)cc3)c2C)cn1,5.8%
O=C(Cn1sc2ccccc2c1=O)Nc1ccc(Cl)cc1,-12.0%
Cc1ccnc2nc(C(=O)Nc3nc4ccccc4s3)nn12,-8.5%
O=C(Nc1cc(C(F)(F)F)ccc1Cl)C(Sc1n[nH]c(=O)[nH]c1=O)c1ccccc1 (stereo not given),-4.4%
COc1ccccc1NC(=S)NCCc1ccc(S(N)(=O)=O)cc1,12.0%
Cc1ccc(C2=NN(CC(=O)NCCN(CC(C)C)CC(C)C)C(=O)CC2)cc1,8.2%
Cc1ccc(S(=O)(=O)N(C)C)cc1NC(=O)COC(=O)C1CCCC1,-2.9%
CCOC(=O)c1cc(-c2ccccc2)n(CCCC(=O)Nc2cccc(Cl)c2C)c1C,-13.4%
COc1ccc(O)c(/C=N/NC(=O)c2c(C)nnn2-c2nonc2N)c1,-6.3%
CC1(C(=O)NC2CCCCC2)Cc2ccccc2C(=O)N1Cc1ccc(Cl)cc1 (stereo not given),-2.1%
CCOC(=O)c1ccc(-n2c(CCC(=O)O)ccc2-c2ccccc2)cc1O,-63.5%[inhibitor]
CCCCOc1ccc(C2C(=O)N(C3CCCCC3)CC(=O)N2CCCC)cc1 (stereo not given),-5.0%
Cc1ccc(NC(=O)CSc2nc3n[nH]c(C)c3c(=N)n2-c2ccccc2C)cc1C,-6.3%
O=C(NCCO)/C(=C\c1cccc([N+](=O)[O-])c1)NC(=O)c1cccs1,5.4%
CC1(C)COC(Cn2c3ccccc3c3ccccc32)O1 (stereo not given),-5.7%
O=C(CN(c1ccc(Cl)c(C(F)(F)F)c1)S(=O)(=O)c1ccccc1)Nc1cccnc1,4.7%
CCN1CCN(c2ncc3c(n2)CCN(Cc2sccc2C)C3)CC1,-0.2%
Cc1ccccc1NC(=O)Cn1c(=O)n(CCC(=O)N2CCc3ccccc3C2)c(=O)c2ccccc21,-3.1%
CCCCOCc1cc(CN2CCN(c3cccc(Cl)c3)CC2)c(O)c2ncccc12,?
COc1ccc(S(=O)(=O)N(C)C[C@@H]2OCc3cnnn3CCCC(=O)N([C@@H](C)CO)C[C@@H]2C)cc1,-1.3%
COc1ccc(CNC(=O)CCCN2C(=O)CSc3c2c(C)nn3-c2ccccc2)cc1,-5.3%

New compounds follow
smiles	aSyn yeast rescue
O=C(c1ccco1)N1CCN(S(=O)(=O)/C=C/c2ccccc2)CC1	8.3%
O=C(COC(=O)c1ccccc1)NCC1COc2ccccc2O1 (stereo not given)	2.9%
O=C(CCl)NN1C(=O)NC(c2ccccc2)(c2ccccc2)C1=O	-9.2%
COc1ccc(C(=O)CN2C(=O)c3ccccc3S2(=O)=O)cc1	2.5%
Cc1ccc(C)c(OC(=O)CSc2nnc(-c3cccs3)o2)c1	-2.1%
COCCCN(C(=O)Cc1coc2cc(C)c(C)cc12)c1c(N)n(Cc2ccccc2)c(=O)[nH]c1=O	6.7%
COc1ccc(-c2ccc(CN3C(CC(C)C)C(=O)N(Cc4cn(CCC5OCCO5)nn4)CCS3(=O)=O)cc2)cc1OC (stereo not given)	-9.3%
Cc1cc(OC(C)C(=O)N(Cc2ccco2)Cc2ccccc2F)cc(C)c1Cl (stereo not given)	14.5%
Cc1ccc(NC(=O)c2ccc3c(c2)CCN3S(C)(=O)=O)cc1	-1.5%
O=C(Nc1c(C(=O)N2CCN(c3ccccc3F)CC2)oc2ccccc12)c1ccc(Br)o1	-13.1%
Cc1ccc(NC(=O)c2nc(S(C)(=O)=O)ncc2N(Cc2ccco2)Cc2ccccc2F)c(C)c1	3.5%
CCOC(=O)c1cccc(NC(=O)CC(c2ccc(F)cc2)N2Cc3ccccc3C2=O)c1 (stereo not given)	-7.4%
CCn1cc(C(=O)NCCCN(CC(C)C)CC(C)C)c(=O)c2cc(S(=O)(=O)N3CCc4ccccc4C3)ccc21	-1.7%
CCCOc1ccc(CNC(=O)C(C)n2nc(C)n3c(cc4occc43)c2=O)cc1 (stereo not given)	11.1%
Cc1cccc(C)c1NC(=O)C1CCCN1S(=O)(=O)c1ccccc1 (stereo not given)	7.1%
COc1ccc(Br)cc1C(=O)Nc1nc2ccc(F)cc2s1	1.3%
CCc1ccc(NC(=O)Cn2c(=O)c(-c3ccccc3NC(C)=O)nc3ccccc32)cc1	-6.0%
Cc1ccc(N2CC(C(=O)NCc3nnnn3-c3ccc(C)c(C)c3)CC2=O)cc1C (stereo not given)	-1.6%
O=C(C[C@H]1C[C@@H]2c3cc(NS(=O)(=O)c4ccccc4)ccc3O[C@@H]2[C@H](CO)O1)N1CCOCC1	-7.3%
O=C(CCC(=O)n1ncc2ccccc21)NCc1ccccc1Cl	0.4%
Cc1ccc(CNC(=O)c2oc3c(c2C)-c2nn(Cc4ccc(Cl)cc4)cc2CC3)cc1	22.6%
O=C(c1noc2c1CCCCC2)N1CCN(c2cccc(C(F)(F)F)c2)CC1	-5.6%
O[C@H]1C[C@H](c2ccc(Cl)cc2)N(Cc2cccs2)C[C@@H]1n1cc(-c2ccc(F)cc2)nn1	1.6%
COc1ccc(-c2nc(CN(C)C(C)c3ccon3)c(C)o2)c(C)c1C (stereo not given)	12.3%
CCOc1ccc(NC(=O)c2oc3ccccc3c2NC(=O)c2cc(C)cc(C)c2)cc1	7.4%
CCCCN(CC)Cc1ccc(CNC(=S)Nc2cccc(F)c2)o1	-10.4%
CCC(=O)N1CCc2cc(Br)cc(S(=O)(=O)Nc3ccc(C)cc3C)c21	-3.9%
Cc1ccc(CN2CCC(CNC(=O)Nc3ccc(C)c(C)c3)C2)cc1 (stereo not given)	-10.7%
O=C(NCc1ccc2c(c1)CCO2)Nc1ccccc1	-4.4%
COc1cc2nn(-c3ccccc3N)nc2cc1OC	-6.3%
CCc1ccc(C(=O)c2cn(CC(=O)Nc3cc(OC)cc(OC)c3)c3ccc(CC)cc3c2=O)cc1	-0.9%
COc1ccc(C(=O)N2CCN(C(=O)COc3ccc(Br)cc3)CC2)cc1OC	3.2%
CCOc1ccccc1/C=N/NC(=O)c1cc(C(C)C)[nH]n1	-9.8%
Cc1ccc2c(c1)-c1c(cnc3cc(-c4ccc(Cl)cc4)nn13)CO2	-3.3%
O=C(NCCc1ccccc1)C1CCCN(C(=O)Nc2ccc(F)cc2)C1 (stereo not given)	7.5%
CCCCNS(=O)(=O)c1ccc2nc(-c3cccnc3)cc(C(=O)NCCCOC(C)C)c2c1	-1.3%
Cc1ccc(N2C(=O)CS(=O)(=O)C23C(=O)N(C)c2ccccc23)cc1F (stereo not given)	5.2%
Cc1ccc(CNC(=O)CN2C(=O)C3(SCC(=O)N3c3cc(C)cc(C)c3)c3ccccc32)cc1 (stereo not given)	0.0%
Cc1ccc(CNC(=O)c2c(C)oc3nc(C)nc(N4CCOCC4)c23)cc1	-7.6%
COc1ccc(NC(=O)CSc2nc3ccccc3nc2N2CCC(C)CC2)cc1	13.4%
Cc1ccccc1C(=O)Nc1nc(-c2nnn(-c3ccc(C(C)C)cc3)c2C)ns1	4.9%
COc1ccc(NC(=O)COc2ccc(S(=O)(=O)NC3CCCCC3)cc2)cc1OC	1.0%
Cc1ccc(-c2noc(C3CCCN(C(=O)c4ccccc4Br)C3)n2)o1 (stereo not given)	6.8%
O=C(CN1C(=O)COc2ccc(S(=O)(=O)N3CCOCC3)cc21)NCc1ccc(F)cc1	4.8%
C=C(C)CSc1nc2sc3c(c2c(=O)n1-c1ccccc1)CCN(C)C3	4.2%
CCc1ccc(CNC(=O)c2ccc(-c3nc(CSc4ccc(C)cc4)c(C)o3)cc2)cc1	-3.4%
CCN(c1ccc(Cl)cc1)S(=O)(=O)c1nnc(NC(=O)C(C)C)s1	-4.2%
CCOC(=O)c1cc(-c2ccc(F)cc2)n(CCC(=O)Nc2cc(OC)cc(OC)c2)c1C	-6.2%
Cc1cccc(C(=O)O/N=C/c2ccc(Br)cc2)c1	-30.9%[inhibitor]
Cc1ccc(-c2n[nH]c(=S)n2/N=C/c2ccncc2)cc1	-1.8%
O=C(N/N=C/c1cc(Cl)cc(Cl)c1O)c1ccncc1	2.4%
CC(C)CNC(=O)c1ccc(C2SCC(=O)N2Cc2ccccc2)cc1 (stereo not given)	0.4%
O=C(NCc1ccccc1Cl)c1ccc2c(c1)nnn2C1CCCC1	3.2%
O=C(NCCc1nnc2ccc(NCc3ccc(Cl)cc3)nn12)c1ccccc1	-3.5%
CCOC(=O)c1ccc(NC(=O)c2c(N3CCCC3=O)c3cc(OC)ccc3n2C)cc1	-27.0%
O=C(NC1CCCCC1)C1CCN(c2ncccn2)CC1	-4.4%
CCOC(=O)c1cc(S(=O)(=O)N(C)c2ccccc2)[nH]n1	-2.2%
O=S(=O)(Nc1ccc(Cl)cn1)c1cnc(Cl)c(Br)c1	3.9%
COc1cc(CNC2CCCC2)c(Br)cc1OCc1ccccc1	-7.7%
COc1cc(NC(=O)Cn2nnc(-c3ccc(C(F)(F)F)cc3)n2)c(C(=O)O)cc1OC	3.6%
Cc1cc2cc(CNC(=O)c3ccc(S(=O)(=O)N4CCCC4)cc3)ccc2n1C	7.5%
CCOc1ccc(N(CC(=O)NC2CCCC2)C(=O)CCC(=O)Nc2nccs2)cc1	3.3%
COc1ccc(-c2cc(C(=O)Nc3cc(C(F)(F)F)ccc3Cl)no2)cc1	7.4%

Screens (PubChem BioAssay)
